# BLM helicase inh: inhibitors of human Bloom syndrome helicase BLM | P54132 | recombinant BLM DNA unwinding, fluorescence dequenching | Potency, µM (top dose mostly 56.1 µM), inactives show at the highest dose activity change, negative = inhibition, hits mostly inhibitors | 350,000 tested, 0.2% active;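 note: plate controls were vehicle for no effect and no enzyme for full effect; nearly all actives have a fitted effect of over 35% in size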
# HP1b binding inh: HP1-beta chromodomain-methylated histone interaction inhibition. AlphaScreen HP1-beta / biotin-H3K9me3 peptide binding. 390,000 tested, 0.56% active. P83916. Potency, µM (series often up to 114 µM), inactives show at the highest dose activity change, negative = inhibition, most hits filed as inhibitors; note: nearly all actives have a fitted effect of over 70% in size; inactives centre near 23
#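 Compound inhibition of the preformed complex between 50 nM HP1-beta and 50 nM biotinylated H3K9me3 peptide was read by AlphaScreen. Buffer was PBS pH 7.4 with 0.01% Tween-20. Incubations ran 30 min at room temperature, with 10 ug/mL donor/acceptor beads.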
# BAZ2B block: blocks human BAZ2B; AlphaScreen BAZ2B-H3K14Ac peptide displacement; 360,000 tested, 4.4% active; Q9UIF8; Potency, µM (top dose mostly 114 µM), without a hit: at the top dose activity change, negative = inhibition, hits mostly inhibitors; note: % is set by controls: 0 for no effect and ±100 for the full control effect; nearly all actives have a fitted effect of over 60% in size
#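 BAZ2B (50 nM) with biotin-H3(5-23)K14Ac peptide (50 nM) in PBS pH 7.4, 0.01% Tween-20, preformed 30 min, then compound 30 min at room temperature; top concentration 110uM. AlphaScreen streptavidin donor/nickel chelate acceptor beads (10 ug/mL final), 20 min dark, signal read.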
# PGK inhibitor: blocks T. brucei phosphoglycerate kinase; 380,000 tested, 0.043% active; Potency, µM (titrated, usually from 57.5 µM), for inactives: top-dose activity change, negative = inhibition, hits mostly inhibitors; P07378; AID 602233; PGK/GAPDH coupled, Kinase-Glo luminescence, 60 min; note: % is set by controls: 0 for no effect and ±100 for the full control effect; nearly all actives have a fitted effect of over 60% in size
#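 Luminescent ATP detection (Kinase-Glo Plus) follows a 60-minute room-temperature incubation, with wells lacking PGK as controls. Buffer: 100 mM TEA (pH 7.6), 5 mM MgCl2, 0.01% Tween-20. Coupling enzyme GAPDH (100 nM final) supplies unstable 1,3-BPG in-well.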
# G9a block: inhibitors of human histone lysine methyltransferase G9a; Q96KQ7; 350,000 tested, 8.8% active; Potency, µM (series often up to 102 µM), inactives show at the top dose activity, negative = inhibition, usual class: inhibitors; G9a H3K9 monomethylation, AlphaScreen, 2 h; note: % is set by controls: 0 for no effect and ±100 for the full control effect; nearly all actives have a fitted effect of over 75% in size
#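 G9a (20 nM) preincubated 15 min RT with compounds, then 500 nM biotinylated H3K9 peptide and 20 uM SAM added; 2 h RT reaction. Monomethyl-H3K9 product detected by AlphaScreen with anti-H3K9me1 antibody, streptavidin donor and anti-rabbit IgG acceptor beads.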
# GLS inh: inhibitors of human glutaminase (GLS). Potency, µM (titrated, usually from 45.5 µM), for inactives: top-dose activity change, negative = inhibition, actives largely listed as inhibitors. O94925. GLS enzymatic activity, qHTS titration. AID 624170. 410,000 tested, 0.21% active; note: % is set by controls: 0 for no effect and ±100 for the full control effect
#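 Compounds were pin-transferred onto hKGA, after which L-glutamine (1 mM solution) and a detection mix of glutamate oxidase, HRP and Amplex Red were added. Initial and 30 min RT fluorescence reads were collected.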
# JMJD2A Tudor: blocks the human JMJD2A Tudor domain. O75164. 390,000 tested, 4.4% active. AlphaScreen JMJD2A-Tudor / H3K4me3 peptide binding. Potency, µM (top dose mostly 114 µM), for inactives: at the top dose activity change, negative = inhibition, most hits filed as inhibitors; note: % is set by controls: 0 for no effect and ±100 for the full control effect; nearly all actives have a fitted effect of over 50% in size
# Pol iota inh: inhibitors of human DNA polymerase iota. Pol iota fluorescent replication assay, 10 min. Potency, µM (titrated, usually from 115 µM), inactives show top-dose activity, negative = inhibition, actives largely listed as inhibitors. 390,000 tested, 1% active. Q9UNA4
#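 Pol iota at 10 nM preincubated 15 min with compounds at room temperature; reaction started with fluorescent substrate, 50 nM final. Fluorescence read kinetically at 0 and 10 min; buffer-only wells as negative control.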
# Pin1 inh: human Pin1 inhibition; AID 504891; 390,000 tested, 0.009% active; Potency, µM (doses to about 115 µM), inactives show top-dose activity, negative = inhibition, actives largely listed as inhibitors; Pin1 FP peptide displacement, HiFluor488, 10 min; active = well fitted inhibition curve with a large enough effect in the polarisation, with a control signal flat, not every such curve was filed as active; inconclusive = small, poorly fitted or top-dose-only effect, or effect the other way, or a change in a side signal; inactive = no such curve, though single readings can be large or run the other way; the % refers to the polarisation; note: % is set by controls: 0 for no effect and ±100 for the full control effect
# Active calls of the source: *; i = inactive; ? = inconclusive; nt = no result given; [ ] = dose if it differs, or a comment. Unless noted, calls come from the whole dose curve; as a rule, active = well fitted curve in the direction sought with a large enough effect; inconclusive = small, poorly fitted or top-dose-only effect, or another doubt; inactive = no such curve, though single readings can be large; an effect the other way counts as inactive or inconclusive. Potency is the fitted concentration of half-maximal effect. A portion of the library; count on the stated rates, not on these rows.
# The opening 3 compounds as a preview:
BLM helicase inh	HP1b binding inh	BAZ2B block	PGK inhibitor	G9a block	GLS inh	JMJD2A Tudor	Pol iota inh	Pin1 inh	SMILES
-4%	41%[activator]	-5%	-4%	5%[59 µM]	2%	4%	1%	8%	O=C(COc1ccccc1Cl)Nc1ccc(Cl)c(-c2nc3ccccc3o2)c1
-6%	-4%	-24%	2%	13%[0.501 µM]	11%	?	-14%	?	COc1ccc(NC(=S)NC(=O)/C=C/c2ccco2)c(OC)c1
-3%	8%	0%	5%	21%[12.7 µM]	-1%	-4%	-12%	8%	NC(=O)C(c1ccccn1)c1ncc(C(F)(F)F)cc1Cl (stereo not given)

# The listing, from the first entry:
BLM helicase inh	HP1b binding inh	BAZ2B block	PGK inhibitor	G9a block	GLS inh	JMJD2A Tudor	Pol iota inh	Pin1 inh	SMILES
-4%	41%[activator]	-5%	-4%	5%[59 µM]	2%	4%	1%	8%	O=C(COc1ccccc1Cl)Nc1ccc(Cl)c(-c2nc3ccccc3o2)c1
-6%	-4%	-24%	2%	13%[0.501 µM]	11%	?	-14%	?	COc1ccc(NC(=S)NC(=O)/C=C/c2ccco2)c(OC)c1
-3%	8%	0%	5%	21%[12.7 µM]	-1%	-4%	-12%	8%	NC(=O)C(c1ccccn1)c1ncc(C(F)(F)F)cc1Cl (stereo not given)
-16%	138%[activator]	128%[activator]	-3%	178%[activator][59 µM]	-9%	72%[activator]	25%	-3%	O=C(COc1ccccc1-c1ccccc1)c1ccccc1
nt	33%	nt	4%	nt	4%	-12%	11%	18%	CC(=O)Nc1cc2c(cc1[N+](=O)[O-])-c1ccc(F)cc1C2
3%	14%	1%	2%	9%[2.33 µM]	10%	4%	-17%	1%	CC1(C)CC(=O)C(C=Nc2cccnc2)=C(O)C1
-6%	58%[activator]	-32%	0%	-20%[59 µM]	-4%	3%	3%	2%	Cc1ccccc1OCC(=O)Nc1ccc2nc(SCC(=O)N3CCOCC3)sc2c1
-6%	9%	-3%	0%	nt	0%	-13%	90%[activator]	14%	COc1cc(NC(=O)c2ccccc2C)c(OC)cc1NC(=O)CN1CCOCC1
-3%	61%[activator]	0%	-6%	16%[59 µM]	1%	-13%	-12%	28%	COc1ccc(-n2nnc3c(SCC(=O)NCC4CCCO4)ncnc32)cc1 (stereo not given)
nt	-2%	-32%	-3%	-34%	6%	-22%	25%	-6%	COc1ccccc1CCNC(=O)C(=O)Nc1cc2c3c(c1)CC(=O)N3CCC2
-1%	27%	4%	i	2%	4%	-26%	9%	16%	O=C(Nc1ccccc1)Nc1scc2c1c(=O)oc1ccccc12
-3%	33%	-11%	2%	3%[59 µM]	0%	-10%	15%	24%	O=C(NCc1ccccc1)c1ccc2c(c1)CCN2S(=O)(=O)c1ccc(Cl)cc1
0%	72%[activator]	4%	8%	2%	2%	3%	14%	-8%	CC(C)(C)n1nc2c(c1NC(=O)c1ccc(S(=O)(=O)N3CCCC3)cc1)CS(=O)C2 (stereo not given)
0%	25%	-13%	-3%	49%	3%	-4%	7%	-2%	O=C1COc2ccc(S(=O)(=O)N3CCN(c4ccccc4)CC3)cc2N1
-10%	2%	?	-4%	-1%[12.7 µM]	1%	?	-21%[58.9 µM]	1%	Cn1c(C(=O)N(Cc2ccccc2)Cc2cccs2)cc2sccc21
-3%	16%	-1%	-2%	-33%	0%	23%	24%	1%	CCOC(=O)c1csc(COc2ccccc2Cl)n1
nt	14%	50µM*	-11%	-4%[0.501 µM]	0%	?	?	-1%	C=CCn1c(SCC(=O)c2ccc(O)c(O)c2)nnc1-c1cccc(OC)c1
0%	66%[activator]	-14%	-4%	nt	1%	-11%	26%	-7%	Cc1ccc(CNC(=O)CN(c2ccc(C)cc2)S(=O)(=O)c2c(C)n[nH]c2C)cc1
1%	-7%	-28%	-5%	?	8%	-23%	-10%	0%	NC(=O)c1ccc(Nc2ccc([N+](=O)[O-])cc2[N+](=O)[O-])cc1
-24%	-21%	-14%	-5%	2µM*	6%	-28%	?	-18%	N#CC1=C2SCN(Cc3ccccc3)CN2C(=O)CC1c1cccs1 (stereo not given)
-4%	38%	14%	8%	10%	-1%	-7%	13%	-2%	O=C(CN1C(=O)NC2(CCc3ccccc32)C1=O)Nc1cc(C(F)(F)F)ccc1N1CCOCC1 (stereo not given)
nt	21%	4%	-8%	?	13%	-17%	17%	0%	CCOc1ccc(S(=O)(=O)NCC2(N3CCCCC3)CCCCC2)cc1
2%	37%[activator]	nt	i	?	-6%	1%	81%[activator]	-4%	CC(C)CC(NS(=O)(=O)c1cccc(C(=O)O)c1)C(=O)O (stereo not given)
-4%	26%	-4%	7%	-11%[2.33 µM]	7%	-6%	?	2%	CCOC(=O)N1CCN(Cc2nnc(-c3ccccc3Cl)o2)CC1
-3%	-3%	-17%	-11%	-27%[59 µM]	-11%	-18%	6%	-2%	COc1cc(-c2noc(-c3cc4cc(F)ccc4oc3=O)n2)cc(OC)c1OC
-1%	15%	-5%	1%	-5%[0.0925 µM]	7%	-21%	40%[activator]	6%	COc1ccc(OCC(=O)Nc2sc3c(c2C(=O)NCC2CCCO2)CCC3)cc1 (stereo not given)
1%	22%	-10%	nt	1%[59 µM]	-1%	-10%	18%	-3%	COC(=O)c1cnn(-c2ccc(C(=O)Nc3cc(OC)c(OC)c(OC)c3)cc2)c1N
-1%	12%	4%	-4%	1%[12.7 µM]	-6%	-4%	34%[activator]	-2%	COC(=O)c1cc(NC(=O)CSc2nncn2C)cc(C(=O)OC)c1
-3%	28%	-12%	i	5%	-4%	-8%	5%	-7%	O=C(Cc1ccccc1)NCC(=O)Nc1ccc(OC(F)(F)F)cc1
1%	15%	-2%	-2%	-31%	2%	-14%	20%	-5%	O=S(=O)(c1ccccc1)c1cnc(-c2cccnc2)nc1-c1ccc(Cl)c(Cl)c1
-1%	20%	?	4%	50µM*	-8%	-21%	31%[activator]	-4%	C[C@@H](NC(=O)[C@@H]1Cc2ccccc2CN1)C(=O)NCc1ccco1
nt	31%	4%	8%	0%[12.7 µM]	8%	0%	-9%	2%	Cn1ccc(NS(=O)(=O)c2cc(Br)ccc2Br)n1
-4%	41%[activator]	3%	-3%	9%[59 µM]	-6%	3%	30%	1%	CCOc1ccc2nc(N3CCCC(C(=O)NCc4ccc(C)cc4)C3)sc2c1 (stereo not given)
nt	21%[57 µM]	nt	nt	nt	nt	-16%[57.1 µM]	-8%	3%	CCN(CC)c1nc(C#N)nc(N2CCOCC2)n1
-7%	-20%	2%	-4%	19%	-19%	-18%[11.4 µM]	-5%	31%[activator]	CCn1cnc2c1c(=O)n(Cc1csc(-c3ccccc3)n1)c(=O)n2Cc1ccccc1
5%	20%	-3%	nt	1%[59 µM]	8%	-10%	2%	-6%	COc1ccc(S(=O)(=O)Nc2ccccn2)cc1OC
-6%	26%	-7%	-9%	8%	2%	-12%	7%	-9%	O=C(O)c1ccc(NS(=O)(=O)c2cccc(C(=O)Nc3ccc([N+](=O)[O-])cc3)c2)cc1
-11%	64%[activator]	23%	i	39%[0.501 µM]	7%	28%	-5%	2%	CCOC(=O)c1c(-c2ccc(C)cc2)cn2ccccc12
nt	12%	?	-17%	7%[2.33 µM]	-11%	40µM*	?	28%	COc1ccc(-c2ccc3c(c2)S(=O)(=O)c2cccc(C(=O)NC[C@@H]4CCCO4)c2C3=O)cc1OC
-2%	21%	-18%	-6%	15%	-1%	-10%	3%	6%	COc1ccccc1NC(=O)CSc1nncn1-c1ccccc1
nt	9%	-6%	-2%	-1%[0.501 µM]	3%	?	?	1%	Cc1ccccc1-c1cc(C(=O)NCc2cccs2)n(CC2CC(c3cccnc3)=NO2)n1 (stereo not given)
-2%	43%[activator]	-6%	-5%	nt	1%	-10%	-22%	3%	Cc1ccc(-c2n[nH]c(Cc3ccccc3)n2)cc1
nt	23%	-2%	5%	-14%[2.33 µM]	-1%	-26%	-12%	19%	CCN1C(=O)[C@H]2[C@@H](c3ccc(-c4ccc(OC)cc4)c(OC)c3)N3CCCC[C@@]3(C(=O)OC)[C@H]2C1=O
-8%	?	?	-8%	-4%[2.33 µM]	3%	?	-19%	?	O=[N+]([O-])c1cccc(-c2nc3ccccc3s/c2=N/O)c1
0%	45%[activator]	9%	-7%	3%[59 µM]	3%	-11%	-13%	-3%	Cc1cccc(NC(=O)C2CCCN(S(=O)(=O)c3c(C)nn(C)c3C)C2)n1 (stereo not given)
-3%	30%	1%	-9%	0%[59 µM]	5%	-10%	0%	3%	CCn1nnc2cc(C(=O)Nc3cccc(C(F)(F)F)c3)ccc21
2%	23%	-8%	-1%	nt	-9%	-21%	12%	-1%	COCCn1c(=S)[nH]c2cc(C(=O)N3CCCC(C)C3)ccc2c1=O (stereo not given)

# Part of the list above, bar-delimited.
Compound | BLM helicase inh | HP1b binding inh | BAZ2B block | PGK inhibitor | G9a block | GLS inh | JMJD2A Tudor | Pol iota inh | Pin1 inh
Cc1ccccc1-c1cc(C(=O)NCc2cccs2)n(CC2CC(c3cccnc3)=NO2)n1 (stereo not given) | nt | 9% | -6% | -2% | -1%[0.501 µM] | 3% | ? | ? | 1%
CCn1nnc2cc(C(=O)Nc3cccc(C(F)(F)F)c3)ccc21 | -3% | 30% | 1% | -9% | 0%[59 µM] | 5% | -10% | 0% | 3%

# High-throughput results: PubChem BioAssay, National Center for Advancing Translational Sciences (NCATS)
